From PubChem
ABHD5 PLIN5 PPI – blocks binding of human ABHD5 to perilipin-5; hit rate 0.78% among 360,000; Q00G26+Q8WTS1; inhibition, % at 4 µM; Split G. princeps luciferase complementation, luminescence, 4 h;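 active means inhibition above the mean inhibition across every tested compound plus 3 SD, cut at about 22% in these data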;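 further: 0% = DMSO only wells and the 100% control is not disclosed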
NCOA3 inh – inhibits human SRC3 coactivator | inhibition, % at 3.6 µM | Q9Y6Q9 | AID 588352 | hit rate 0.17% among 360,000 | HEK293 GAL4-SRC3 luciferase reporter, luminescence;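 active means inhibition above a per-campaign cutoff, the mean of all compounds plus 3 SD, cut at about 60% in these data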;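 further: 0% = DMSO-treated cells and 100% = gossypol-treated cells at 36 µM; higher means less SRC3-driven luciferase light from the GAL4 reporter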
NOD2-RIPK2 inh – blocks binding of human NOD2 to RIPK2; hit rate 0.38% among 360,000; CHO BLA complementation NOD2-RIPK2, CCF4 ratio; inhibition, % at 4.98 µM; in the data active means inhibition above about 21%;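 further: 0% = vehicle only and 100% = reference blocker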
MC4R barr agon – activates human MC4R beta-arrestin recruitment; P32245; U2OS MC4R beta-arrestin complementation, luminescence; percent of melanotan II response, DMSO zero; activation, % at 8.9 µM; hit rate 0.98% among 360,000; AID 540308;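 active means activation above a per-plate cutoff, the mean activation of sample wells on that plate plus 3 SD, cut at about 8% in these data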
Target sequence (P32245 whole entry, looked up): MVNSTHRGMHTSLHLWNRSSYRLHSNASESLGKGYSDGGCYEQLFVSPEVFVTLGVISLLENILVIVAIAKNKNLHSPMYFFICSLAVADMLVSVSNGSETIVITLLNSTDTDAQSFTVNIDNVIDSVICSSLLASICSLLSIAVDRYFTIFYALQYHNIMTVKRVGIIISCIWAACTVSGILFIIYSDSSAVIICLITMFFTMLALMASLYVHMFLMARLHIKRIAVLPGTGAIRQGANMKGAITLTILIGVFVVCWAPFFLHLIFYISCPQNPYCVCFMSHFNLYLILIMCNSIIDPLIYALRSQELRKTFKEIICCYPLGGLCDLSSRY
NCOA2 inhibitor – human SRC2 (NCOA2) inhibition; hit rate 0.17% among 370,000; inhibition, % at 9 µM; HEK293 GAL4-SRC2 luciferase reporter, luminescence; AID 651957;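 active means inhibition above the mean inhibition of all tested compounds plus 3 SD, set per campaign, cut at about 52% in these data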;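 further: 0% = DMSO treated cells and 100% = cells given Gossypol at 36 µM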
NR2F2 inh – inhibitors of human COUP-TFII (NR2F2); HEK293T NGFI-A luciferase reporter, luminescence; hit rate 0.7% among 370,000; inhibition, % at 8.6 µM; AID 686940;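 active means inhibition above a per-plate cutoff, mean inhibition of test wells between control levels plus 3 SD, cut at about 38% in these data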;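 further: cells cotransfected with COUP-TFII expression vector driving the NGFI-A reporter; 0% = median of COUP-TF2 test wells and 100% = reporter-only cells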
Target sequence (P24468 whole entry, looked up): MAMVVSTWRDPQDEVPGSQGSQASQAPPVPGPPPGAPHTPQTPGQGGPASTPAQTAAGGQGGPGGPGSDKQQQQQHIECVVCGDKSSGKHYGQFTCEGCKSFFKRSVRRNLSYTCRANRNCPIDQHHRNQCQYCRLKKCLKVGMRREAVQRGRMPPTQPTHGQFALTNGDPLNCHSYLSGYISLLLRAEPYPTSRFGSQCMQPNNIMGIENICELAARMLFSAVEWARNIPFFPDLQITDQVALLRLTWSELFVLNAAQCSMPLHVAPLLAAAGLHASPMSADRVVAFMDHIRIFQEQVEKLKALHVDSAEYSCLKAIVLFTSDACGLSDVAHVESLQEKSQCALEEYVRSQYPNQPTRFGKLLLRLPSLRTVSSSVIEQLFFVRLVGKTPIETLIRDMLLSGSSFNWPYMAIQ
SRC1 inh – inhibits human SRC1 coactivator | HEK293 GAL4-SRC1 luciferase reporter, luminescence | hit rate 0.12% among 360,000 | AID 588354 | inhibition, % at 3.6 µM;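 active means inhibition above the campaign mean plus 3 SD, with each screening campaign given its own cutoff, cut at about 60% in these data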;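 further: 0% = DMSO treated cells and 100% = gossypol at 36 µM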
LRH-1 inv ag – inverse agonists of human LRH-1 (NR5A2); O00482; HEK293T StAR-luciferase reporter, LRH-1 transfected, 24 h; inhibition, % at 3.6 µM; hit rate 0.13% among 360,000;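 active means inhibition above the mean inhibition of all tested compounds plus 3 SD, cut at about 73% in these data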;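 further: 0% = DMSO wells and 100% = reporter-only cells lacking LRH-1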
MC4R antag cAMP – blocks human MC4R cAMP signaling; MC4R-expressing cells, MTII-stimulated cAMP, LANCE TR-FRET; inhibition, % at 6.5 µM; hit rate 0.48% among 360,000;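 active means inhibition above its plate's cutoff, the mean of tested wells on that plate plus 3 SD, cut at about 29% in these data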;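 further: 0% = Melanotan II alone and 100% = Melanotan II plus saturating MCL0020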
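system = U2OS cells with stable human MC4R expression | also added = Melanotan II challenge after compound preincubation | dosing = one concentration, 6.5 µM nominal | incubation = compound 30 min, challenge 1 h, detection 1 h | measured by = TR-FRET with Eu-cAMP and labeled anti-cAMP, 671 nm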
TLR9-MyD88 inh – TLR9-MyD88 interaction inhibition; Q9NR96+Q99836; CHO BLA complementation TLR9-MyD88, CCF4 FRET ratio; inhibition, % at 4.98 µM; hit rate 0.21% among 340,000; AID 504734;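 active means inhibition above the mean over all tested compounds plus 3 SD, cut at about 21% in these data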;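 further: 0% = DMSO only wells and 100% = clavulanate BLA inhibitor control wells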
EBV LMP1 NFkB – inhibitors of Epstein-Barr LMP1-induced NF-kappaB reporter; LMP1-induced NF-kappaB luciferase reporter cells, luminescence; inhibition, % at 12.5 µM; hit rate 0.69% among 350,000; AID 504558; in the data active means inhibition above about 41%;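 further: 0% = neutral control wells and 100% = reference inhibitor control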
Numbers without * were called inactive; · = no result given. Not all compounds are listed; rates above refer to the full screens.

SMILES	ABHD5 PLIN5 PPI	NCOA3 inh	NOD2-RIPK2 inh	MC4R barr agon	NCOA2 inhibitor	NR2F2 inh	SRC1 inh	LRH-1 inv ag	MC4R antag cAMP	TLR9-MyD88 inh	EBV LMP1 NFkB
CCOC(=O)C1C(c2cc(OC)c(O)c(OC)c2)NC(=S)NC1(O)C(F)(F)F (stereo not given)	2.4	7.0	-5.8	0.2	-14.1	-8.6	5.8	-4.0	9.6	5.2	-2.9
S=C(NCCN(C1CCCCC1)C1CCCC1)Nc1cccc(Cl)c1	-0.4	10.7	-4.2	3.2	-27.0	14.1	-6.8	-2.8	6.5	2.2	-31.0
CCOC(=O)C1CCN(C(=O)COc2ccc(S(=O)(=O)N3CCOCC3)cc2C)CC1	0.0	6.6	-16.9	-1.5	16.2	0.1	-29.2	19.7	6.2	1.7	6.2
Cc1ccc(NC(=O)NCCc2ccc(S(N)(=O)=O)cc2)cc1	-5.2	-12.9	3.6	0.6	11.4	11.5	-23.8	4.2	-1.9	4.2	-4.2
Cc1ccccc1C(=O)N1CCc2c([nH]c3ccccc23)C1C(F)(F)F (stereo not given)	-7.8	12.6	-4.5	0.1	-19.6	15.3	-4.1	6.8	36.1*	1.6	-0.3
CCOC(=O)N1CCC(Nc2c(-c3ccc(C)cc3)c(=O)c2=O)CC1	-0.8	-6.9	0.2	-1.0	9.7	0.0	-0.7	3.9	2.3	4.8	-0.7
COc1cccc2sc(Nc3nnc(-c4ccc(F)cc4)o3)nc12	1.3	-28.4	-1.9	-0.2	-40.4	13.5	-38.1	7.0	-0.1	-3.2	20.8
C/C=C/c1cc(OC)c2c(c1)[C@H](C)[C@@H](c1ccc(O)c(OC)c1)O2	0.1	-18.8	-14.4	0.4	8.9	-10.9	-13.7	11.6	0.1	-7.1	7.4
COc1ccc(N/N=C(/C(N)=O)C2=NC(C)(C)Cc3ccccc32)cc1	-2.4	15.1	10.0	-1.8	23.1	2.3	-6.2	-5.9	4.4	-8.5	16.4
CC(C)C[C@H]1CN=C(Nc2ccccc2)N1CCCC1CCCC1	6.2	-1.6	-3.1	4.2	-8.1	-17.3	9.1	-3.8	-11.4	4.3	4.7
Cc1cc(C)cc(NC(=O)C2CC3CCC2C3)c1 (stereo not given)	-8.9	-9.0	6.5	0.6	0.0	-15.8	2.1	4.3	13.7	-11.6	3.5
COc1cccc(N2CCN(S(=O)(=O)c3ccc(CN4C(=O)c5cccnc5C4=O)cc3)CC2)c1	-11.7	2.4	3.7	-2.0	6.6	16.8	2.6	3.0	10.0	-0.8	-9.7
Clc1ccccc1Oc1cnc2ccccc2n1	6.6	-14.4	2.1	-0.2	-45.6	-21.7	-24.1	19.3	5.2	-0.3	-0.6
Cc1ccc(S(=O)(=O)N2CCC(C(=O)N3CCN(c4ccccn4)CC3)CC2)cc1	-4.3	-11.8	1.0	-4.5	-18.8	-11.8	-21.1	14.1	13.1	2.7	0.4
CCOC(=O)C1CCN(C(=O)CN2C(=O)c3ccccc3Sc3ncccc32)CC1	-7.4	7.5	2.5	-1.6	18.9	13.7	4.4	-6.3	-3.3	3.4	2.6
Cc1cc(C)cc(OCCCCCNCCO)c1	0.3	17.3	4.1	0.9	-31.0	4.0	3.4	12.6	-4.0	-2.1	-1.3
O=C(Nc1ccon1)c1csc2c1CCCC2	-5.3	-31.5	-11.6	-0.8	-12.4	18.4	-9.6	-19.6	10.0	6.4	-9.3
Cc1ccc(/C(N)=N/OC(=O)CCc2ccccc2)cc1	-3.7	-26.4	-7.5	2.2	-38.8	-27.9	-35.4	-18.8	7.7	0.8	-22.0
N=c1n(CC(=O)c2cccc([N+](=O)[O-])c2)c2ccccc2n1Cc1ccccc1	-3.9	-6.3	-4.1	4.8	-2.7	22.2	-4.4	-6.1	16.0	13.1	-37.5
CC1CCC(C(C)C)C(OC(=O)COC(=O)c2ccc(N)cc2)C1 (stereo not given)	1.3	8.2	-8.2	1.2	21.2	-4.3	7.2	-8.2	7.6	1.2	9.8
Cc1ccc2cccc(N)c2n1	-3.5	4.9	-2.5	-2.4	10.0	5.8	-11.2	-1.7	1.2	3.2	2.3
COc1cccc(NC(=O)CSc2nnnn2C(C)C)c1	2.3	-14.5	-0.2	0.7	-9.7	-19.6	-14.5	-24.5	6.3	10.4	-7.6
COc1ccnc(Oc2ccc(F)cc2)c1C(=O)N/C=N/OCc1cccc(F)c1	4.5	7.7	3.2	-0.5	-13.6	-25.4	-16.1	26.5	2.1	2.0	-10.8
COc1cccc(-c2cc(C(=O)Nc3cc(C)nn3-c3ccccc3)no2)c1	-3.3	-7.9	-9.7	-0.4	-11.2	8.5	-4.2	5.9	-2.5	-8.3	-0.8
CCOC(=O)C1=C(COC(=O)CCOc2cc(C)ccc2C)NC(=O)NC1C (stereo not given)	-2.4	-2.8	-5.4	-2.3	34.6	0.8	2.4	4.0	4.8	0.7	0.9
COc1ccc(S(=O)(=O)NCCSCc2ccco2)cc1	9.7	3.9	8.4	3.0	-3.0	-3.0	14.1	26.2	0.1	2.7	-12.5
Cc1ccccc1OCC(=O)OCC(=O)NC12CC3CC(CC(C3)C1)C2	1.4	-7.5	-8.5	1.4	-7.7	-5.3	14.0	3.9	4.4	0.7	-18.0
CCN(c1ccccc1C)S(=O)(=O)c1cc2c3c(c1)CCN3C(=O)CC2	-0.3	-13.9	-8.2	-1.3	-20.9	-7.2	1.0	-37.7	7.8	0.0	-4.2
O=C(NC1=NCCS1)C1COc2ccccc2O1 (stereo not given)	3.8	28.5	-4.1	-1.2	57.4*	48.8*	22.1	-9.7	7.2	7.7	70.7*
c1ccc2c(c1)nc1n2CCC1	8.7	-20.5	-7.4	-1.1	-7.0	-4.6	-4.8	-22.2	-3.8	-7.3	-9.9
Cc1csc(=O)n1CCC(=O)NCc1ccc(F)cc1	-4.0	19.3	-10.5	-2.5	-9.1	-2.9	-5.6	4.9	-2.0	-15.1	1.6
O=C(Nc1nnc(SCC(=O)N2CCOCC2)s1)c1ccccc1Cl	-6.8	-24.3	-8.3	-1.2	12.5	-18.2	-29.6	-40.9	-1.8	-4.4	-4.6
O=C(Nc1ccc(Cl)cc1)N1CCN(C(=O)C2CCCO2)CC1 (stereo not given)	2.2	9.0	-7.1	-0.1	-0.8	-9.9	12.4	6.3	2.4	-15.1	-0.4
Cc1ccc(OCC(O)Cn2c3ccccc3c3ccccc32)cc1 (stereo not given)	-11.8	1.0	-3.0	1.3	2.5	0.9	8.3	-10.7	-3.9	7.6	-1.0
COc1cccc(C(=O)NNC(=O)C(=O)Nc2cccc(Cl)c2C)c1	-10.0	16.7	-12.5	0.6	-11.7	-14.7	6.8	-31.2	16.4	-0.3	2.5
O=C(CCC(=O)c1cccs1)NCc1cccnc1	-2.2	8.8	-0.9	-1.4	-3.3	-17.1	-13.9	-6.1	-6.5	6.4	-2.6
Cc1nnc(SCCCOc2ccccc2)nc1C	-3.8	-0.2	-12.2	-0.7	-13.4	-9.3	-15.6	-56.6	10.2	-4.9	3.9
CCOC(=O)c1ccc(NS(=O)(=O)c2cc(-c3nnnn3CC)ccc2OC)cc1	4.2	10.0	-5.0	0.2	-6.1	4.6	2.6	-5.2	2.0	-5.8	2.1
CC(=O)c1cccc(NC(=S)N2CCCC2)c1	1.4	10.8	6.4	1.9	3.7	-14.7	1.5	7.4	6.1	-2.8	-1.5
CCn1nc(C(=O)OCC(=O)N2c3ccccc3CC2C)c2ccccc2c1=O (stereo not given)	-2.1	-2.4	-8.6	-2.3	6.4	11.6	-5.4	4.8	3.0	-1.1	-0.6
CCc1c(C(=O)NNC(=S)NCC(C)C)csc1C	0.0	5.5	-10.6	-2.7	·	·	0.5	7.7	-1.2	-3.8	-9.7
COc1ccc(OCC(=O)N2CCN(C(=O)c3ccc([N+](=O)[O-])cc3)CC2)cc1	1.2	7.3	-5.1	1.0	-16.3	13.3	6.2	9.9	1.7	4.2	-3.9
O=C1OC(c2ccccc2)(c2ccccc2)c2ccccc21	3.1	5.6	-7.5	-0.3	0.2	-9.1	-12.0	6.0	-0.6	-10.7	-0.8
C/C(=N\NC(=O)COc1ccc(C(C)(C)C)cc1)c1ccc(OC(F)F)cc1	-3.9	11.0	-0.4	1.3	-21.9	-6.4	8.6	-15.0	16.1	8.0	2.0
O=C(c1ccc(OC2CCN(C/C=C/c3ccc(F)cc3)CC2)cc1)N1CCCC1	2.9	-5.2	11.6	-0.6	-4.8	8.7	-5.7	8.9	-0.2	1.2	0.5
COc1ccc(CNc2ccc(C)cc2)cc1Br	0.6	-8.2	-9.8	-2.4	-6.5	-9.5	-8.6	-4.2	3.5	8.3	-4.3

Molecules listed so far containing fluorine, in the order listed:
SMILES	ABHD5 PLIN5 PPI	NCOA3 inh	NOD2-RIPK2 inh	MC4R barr agon	NCOA2 inhibitor	NR2F2 inh	SRC1 inh	LRH-1 inv ag	MC4R antag cAMP	TLR9-MyD88 inh	EBV LMP1 NFkB
CCOC(=O)C1C(c2cc(OC)c(O)c(OC)c2)NC(=S)NC1(O)C(F)(F)F (stereo not given)	2.4	7.0	-5.8	0.2	-14.1	-8.6	5.8	-4.0	9.6	5.2	-2.9
Cc1ccccc1C(=O)N1CCc2c([nH]c3ccccc23)C1C(F)(F)F (stereo not given)	-7.8	12.6	-4.5	0.1	-19.6	15.3	-4.1	6.8	36.1*	1.6	-0.3
COc1cccc2sc(Nc3nnc(-c4ccc(F)cc4)o3)nc12	1.3	-28.4	-1.9	-0.2	-40.4	13.5	-38.1	7.0	-0.1	-3.2	20.8
COc1ccnc(Oc2ccc(F)cc2)c1C(=O)N/C=N/OCc1cccc(F)c1	4.5	7.7	3.2	-0.5	-13.6	-25.4	-16.1	26.5	2.1	2.0	-10.8
Cc1csc(=O)n1CCC(=O)NCc1ccc(F)cc1	-4.0	19.3	-10.5	-2.5	-9.1	-2.9	-5.6	4.9	-2.0	-15.1	1.6
C/C(=N\NC(=O)COc1ccc(C(C)(C)C)cc1)c1ccc(OC(F)F)cc1	-3.9	11.0	-0.4	1.3	-21.9	-6.4	8.6	-15.0	16.1	8.0	2.0
O=C(c1ccc(OC2CCN(C/C=C/c3ccc(F)cc3)CC2)cc1)N1CCCC1	2.9	-5.2	11.6	-0.6	-4.8	8.7	-5.7	8.9	-0.2	1.2	0.5
